Screening results (PubChem BioAssay)
TDP43 rescue: TDP-43 toxicity inhibition in yeast. TDP-43 expressing yeast growth rescue, BacTiter-Glo, 24 h. Potency, µM (highest dose often 46.1 µM), without a hit: top-dose growth rescue (activation), most hits filed as activators. 410,000 compounds, 1.8% hits; also: potency is read from the fitted curve at half-maximal effect; % of control where 0% means no effect; nearly all actives have a fitted effect of over 50% in size
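Galactose-induced TDP-43 yeast, OD600=0.02, compound pinned; 24 hr, 30 deg C; BacTiter-Glo luminescence for growth. Inhibitors of TDP-43 toxicity read as activators.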
D3 antag: D3 dopamine receptor (human) antagonism; D3R cells, DiscoveRx beta-arrestin luminescence, antagonist mode; hits give low values; max response, negative = inhibition, %; 360,000 compounds, 2.5% hits; AID 652054; in the data active = max response below about -50%; inconclusive = no clear call, values can overlap the other calls; also: % is scaled to controls: 0 for no effect and ±100 for the full control effect; mostly tested at two doses, the higher about 12 µM
Target sequence (P35462 whole entry, looked up): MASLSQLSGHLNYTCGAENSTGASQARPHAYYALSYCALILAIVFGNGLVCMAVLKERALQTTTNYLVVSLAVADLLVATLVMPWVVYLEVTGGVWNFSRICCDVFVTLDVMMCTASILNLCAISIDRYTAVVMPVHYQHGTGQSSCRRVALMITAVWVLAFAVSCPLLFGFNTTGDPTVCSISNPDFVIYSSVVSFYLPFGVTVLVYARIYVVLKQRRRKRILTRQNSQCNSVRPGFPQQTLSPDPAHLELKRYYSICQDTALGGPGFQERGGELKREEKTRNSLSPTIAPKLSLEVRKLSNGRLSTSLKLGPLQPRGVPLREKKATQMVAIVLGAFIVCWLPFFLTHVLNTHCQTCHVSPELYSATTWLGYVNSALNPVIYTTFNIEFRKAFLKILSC
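Cells expressing the human receptor were seeded at 1500 cells/well, incubated overnight at 37 degrees C in 5% CO2, then exposed to library compounds with dopamine controls for 90 minutes at 37 degrees C before luminescent detection.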
EPAC2 antag: antagonists of human EPAC2 | Q8WZA2 | EPAC2 GEF exchange of Rap1B-BODIPY-GDP, fluorescence | Potency, µM (titrated, usually from 114 µM), for the others: top-dose activity, negative = inhibition, usual class: inhibitors | 360,000 compounds, 0.18% hits | AID 720708; also: potency is read from the fitted curve at half-maximal effect; % is scaled to controls: 0 for no effect and ±100 for the full control effect; nearly all actives have a fitted effect of over 45% in size; many of its hits are not listed in these tables
FUS suppressor: suppressors of FUS proteinopathy in yeast | AID 1347120 | Potency, µM (highest dose often 76.6 µM), for the others: at the highest dose growth rescue (activation), hits mostly activators | 390,000 compounds, 0.24% hits | S. cerevisiae FUS-expressing, growth rescue, OD600, 24 h;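 also: potency is read from the fitted curve at half-maximal effect; plate controls were DMSO vehicle for no effect and reference control for full effect; nearly all actives have a fitted effect of over 55% in size; some results filed as inactive show a strong effect at the top dose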
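Steps: raffinose overnight preculture; dilution to OD 0.005 in 2% galactose minimal medium; compound addition (concentration series); 24hr at 30C, 99% humidity; absorbance read at 600 nm.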
EPAC2 ag: EPAC2 (human) agonism. AID 720711. Potency, µM (highest dose often 154 µM), inactives show at the top dose activation, most hits filed as activators. 360,000 compounds, 0.079% hits. Q8WZA2. EPAC2 activation, biochemical qHTS; response scale: 100% = 6.5 mM cAMP response; also: potency is read from the fitted curve at half-maximal effect; nearly all actives have a fitted effect of over 50% in size
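EPAC2 (100 nM) mixed with Rap1B loaded with BODIPY-GDP (250 nM) plus 50 uM unlabeled GDP; compounds pinned in, 5 min RT, then read every 5 min for 30 min (ex 480, em 540 nm). Normalized to cAMP control.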
DRD3 agonist: D3 dopamine receptor (human) agonism; P35462; 410,000 compounds, 0.58% hits; max activation, %; D3R DiscoveRx beta-arrestin cells, luminescence, 90 min; AID 652048; in the data active = max activation above about 30%; also: 0% is about no effect; mostly tested at two doses, the higher about 12 µM
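Agonist mode: compounds and dopamine controls were applied to plated cells for 90 min at 37 degrees C after an overnight attachment at 1500 cells/well. Luminescent read-out followed 30 - 60 minutes at room temperature with DiscoveRx detection reagent.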
aSyn rescue: alpha-synuclein toxicity inhibition in yeast. Yeast expressing alpha-synuclein, growth rescue, BacTiter-Glo, 24 h. Potency, µM (top dose mostly 46.1 µM), for inactives: top-dose growth rescue (activation), hits mostly activators. 370,000 compounds, 0.14% hits. AID 652106; also: potency is read from the fitted curve at half-maximal effect; % of control where 0% means no effect; nearly all actives have a fitted effect of over 65% in size
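Rescue of yeast growth: cells expressing toxic alpha-synuclein, induced in galactose at OD600 0.02, incubated with compound 24 h at 30 C. ATP luminescence quantified growth; inhibitors of toxicity appear as activators.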
Abeta rescue: A-beta toxicity reversal in yeast; yeast expressing A-beta42, growth rescue, OD600, 48 h; response scale: 0% DMSO, 100% iron-clioquinol control; Potency, µM (highest dose often 46.1 µM), for the others: at the highest dose growth rescue, hits mostly activators; 410,000 compounds, 0.063% hits; AID 1347071; also: potency is read from the fitted curve at half-maximal effect; nearly all actives have a fitted effect of over 55% in size
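Yeast growth medium received pinned compounds, then yeast cells expressing toxic A-beta were added; plates incubated at 30 C for 48 hr. Growth read as absorbance at 600 nm, normalized to DMSO and equimolar FeCl3 plus clioquinol controls.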
* = called active by the depositor; ? = inconclusive; . = not tested or not shown; & = joins results of further samples; [ ] = remark or other dose. Unless noted, calls follow the shape of the dose curve; as a rule, active = well fitted curve in the direction sought with a large enough effect; inconclusive = small, poorly fitted or top-dose-only effect, or another doubt; inactive = no such curve, though single readings can be large; an effect the other way counts as inactive or inconclusive. Only part of the results is shown; rates above refer to the full screens.

SMILES | TDP43 rescue | D3 antag | EPAC2 antag | FUS suppressor | EPAC2 ag | DRD3 agonist | aSyn rescue | Abeta rescue
O=C1CC(Cc2ccc(Cl)cc2)C(=O)N1c1ccncc1 (stereo unspecified) | 10% | 22 | 0% | -9% | 3% | -5 | 9% | 7%
CCC(NS(=O)(=O)c1ccc(OC)cc1)C(=O)NCCC1=CCCCC1 (stereo unspecified) | -4% | 5 | -3% | 8% | 2% | -5 | 1% | 1%
COc1ccc(N2CCN(C(=O)C3CCCO3)CC2)cc1 (stereo unspecified) | -12% | -10 | 3% | -9% | 3% | 23 | 7% | 17%
CCNC(=S)N/N=C/c1cccc(/C=N/NC(=S)NCC)c1 | 21%[9.22 µM] | 11 | 5% | 7% | 1% | 0 | -5% | 18%
COc1ccc(CNC(=O)Cn2nc3c(cc2=O)CCCC3)cc1 | 3% | . | . | -13% | . | -1 | . | -30%[inhibitor]
COc1ccc(CCNC(=O)CSC2=NS(=O)(=O)c3ccccc3N2)cc1OC | -23% | -29 | -8% | 12% | 7% | -16 | -3% | -5%
Cc1ccccc1N(C(=O)Cc1c[nH]c2ccccc12)C(C(=O)NC1CCCCC1)c1ccco1 (stereo unspecified) | -8% | ? | 0% | -3% | -4% | -10 | -7% | 22%
O=C(N/N=C/c1c[nH]c2ccccc12)c1ccn[nH]1 | 14% | -10 | -8% | -3% | 7% | 15 | -1% | 0%
COc1cccc(C(C(=O)NCc2ccccc2)N2CCN(CCN3CCOCC3)CC2)c1OC (stereo unspecified) | 12% | 3 | 3% | -4% | 4% | 0 | 11% | -3%
Cc1cccc(C)c1NC(=O)COC(=O)c1cc[n+]([O-])cc1 | 0% | -5 | 19% | 1% | -3% | -7 | -1% | -8%
Cc1cc(C)cc(N(CC(=O)NCC2CCCO2)C(=O)CN2C(=O)COc3ccccc32)c1 (stereo unspecified) | -17% | -17 | 0% | 22% | -7% | 4 | 0% | 24%
CCc1ccc(CN2CCC(Oc3cc(C(=O)NC4CC4)ccc3OC)CC2)cc1 | 13% | -16 | -3% | -6% | 5% | -3 | 5% | -6%
CCOC(=O)[C@@H]1[C@H]2COc3ccccc3[C@H]2N2C(=O)N(c3ccc(OC)cc3)C(=O)[C@]12C | 9% | 14 | -5% | 14% | 14% | 5 | 1% | 6%
O=C(N/N=C/c1c[nH]c2ccc(Br)cc12)c1ccncc1 | 21% | -21 | 0% | 4% | -3% | -3 | -2% | 13%
O=C(COc1ccccc1)NNC(=O)COc1ccc([N+](=O)[O-])cc1 | -16% | -10 | 0% | 0% | 2% | -7 | -9% | -17%
COc1ccc(C(=O)COC(=O)CN2C(=O)c3ccccc3C2=O)c(OC)c1 | 15% | 10 | 2% | -1% | -3% | 1 | 2% | 12%
O=C(NCCCNC(=O)c1cc(Cl)ccc1Cl)c1cnccn1 | 1% | 4 | 6% | 6% | 0% | -2 | -5% | 1%
CCOc1ccc(Oc2c(/C=N/NC(=O)COc3ccccc3OC)c(C)nn2-c2ccccc2)cc1 | 14% | -13 | -3% | . | 5% | 5 | 6% | 2%
CCCCN(CC)CCNC(=O)c1nn(-c2ccc(OC)cc2)c(=O)c2c1c1ccccc1n2C | -8%&11% | -5 | 4% | 5%&-8% | 1% | -8&-6 | -5% | -3%&-8%
O=C(Nc1ccc(F)cc1)c1nc(S(=O)(=O)Cc2ccccc2)ncc1Cl | ? | -110* | 1% | 18% | 13% | -22 | 4% | -47%[inhibitor]
CC1=NN(C(=O)CCc2ccccc2)C(O)(c2ccncc2)C1 (stereo unspecified) | 19% | 0 | 8% | -31% | 8% | 5 | -5% | -9%
CC(=O)Nc1ccc(NC(=O)C2CCN(C(=O)NC3CCCCC3)CC2)cc1 | -6% | -2 | 4% | 8% | -1% | 9 | -6% | -5%
COc1ccc(CN(CC2CCC(C(=O)O)CC2)C(=S)Nc2ccc(C)c(Cl)c2)cc1 (stereo unspecified) | ? | 12 | -11% | 27% | 0% | 0 | 2% | -1%
COc1ccc(C(N)c2csc(NC(=O)Nc3cccc(C(F)(F)F)c3)n2)cc1 (stereo unspecified) | 17% | -5 | -3% | 36% | -7% | -20 | -35%[inhibitor] | -22%
Cn1c(=O)n(C)c2cc(NC(=O)C(F)(F)F)ccc21 | -4% | -11 | -25% | -10% | 1% | 5 | -3% | -1%

One compound at a time, from the list above:
O=C(NCCCNC(=O)c1cc(Cl)ccc1Cl)c1cnccn1 as listed: TDP43 rescue = 1%; D3 antag = 4; EPAC2 antag = 6%; FUS suppressor = 6%; EPAC2 ag = 0%; DRD3 agonist = -2; aSyn rescue = -5%; Abeta rescue = 1%
O=C(N/N=C/c1c[nH]c2ccccc12)c1ccn[nH]1 as listed: TDP43 rescue = 14%; D3 antag = -10; EPAC2 antag = -8%; FUS suppressor = -3%; EPAC2 ag = 7%; DRD3 agonist = 15; aSyn rescue = -1%; Abeta rescue = 0%

(further entries)
SMILES | TDP43 rescue | D3 antag | EPAC2 antag | FUS suppressor | EPAC2 ag | DRD3 agonist | aSyn rescue | Abeta rescue
CC(C)OCC1Cn2c(nc3c2c(=O)n(C)c(=O)n3C)O1 (stereo unspecified) | -23% | -5 | 14% | 16% | 15% | 7 | 1% | -1%
O=C(NCc1ccccc1Cl)c1cccc(NC(=O)c2ccccc2)c1 | ? | -3 | -3% | ? | -3% | 1 | -1% | 11%
CS(=O)(=O)c1ccc(NC(=O)CCN2C(=O)NC3(CCCC3)C2=O)cc1 | ? | 8 | 5% | -28% | 1% | 2 | -1% | -18%
Cc1cccc(C)c1NC(=O)N1CCCC1C(=O)Nc1ccc(-n2cnnn2)cc1 (stereo unspecified) | 12% | 2 | 5% | 9% | 2% | 4 | -1% | -4%
CN(c1ccc(OCC(=O)NC2CCCC2)cc1)S(=O)(=O)c1cccs1 | 7% | 6 | -6% | 10% | 9% | -4 | 11% | -16%
O=C(O)c1ccc(NS(=O)(=O)c2ccc(N3C(=O)CCC3=O)cc2)cc1 | 0% | 4 | 4% | 4% | -5% | 8 | 7% | 0%
COC(=O)Cc1ccc(N(Cc2ccccc2F)S(=O)(=O)c2ccc(Br)cc2)cc1 | 0% | -3 | -3%[57.1 µM] | -22% | 12% | -3 | -5% | -20%
CCc1cnc2c(c1SCc1cc(OC)cc(OC)c1)c(=O)n(C)c(=O)n2C | -1% | . | . | 12% | . | -6 | . | -16%
Cc1ccc(CNC(=O)c2sc3nc4c(c(C(F)(F)F)c3c2N)CCC4)cc1 | ? | -4 | -7% | . | -4% | -1 | 13% | -21%
Cc1ccccc1-c1nc2cc(Cl)ccc2o1 | 1% | 17 | 2% | 19% | 5% | -3 | -3% | 5%
Cn1c(=O)c2[nH]c(NN=Cc3ccc(Br)cc3)nc2n(C)c1=O | -22% | 20 | -3% | 23% | 3% | -10 | -8% | 11%
CCOC(=O)C1=NN(c2cccc(C)c2)C2(S1)SC(C(C)=O)=C(C)N2c1ccccc1 (stereo unspecified) | -4% | 8 | 0% | -11% | 10% | 0 | . | -2%
CCOc1ccc(-c2nc3n(c(=O)c2C#N)CCS3)cc1 | 5% | 0 | -3% | -2% | -4% | 3 | -8% | -14%
O=C(NCCc1ccccc1)C1CCN(c2nc3ccccc3o2)CC1 | -6% | 14 | 0% | 15% | -2% | -11 | 5% | 7%
CC1=C(C(=O)N2CCOCC2)CC(CC(=O)NCCN2CCOCC2)C(=O)N1Cc1ccccc1 (stereo unspecified) | 15% | 16 | 3% | -29% | 16% | 2 | 0% | -4%
CCc1ccc2oc(-c3cc(N=Cc4cccc(OC)c4O)ccc3O)nc2c1 | 16µM* | 38 | 1% | 3% | 13% | 0 | 0% | -27%
CCC(=O)N1CC23C=CC(CC2CC12CCCCC2)O3 (stereo unspecified) | 0% | 12 | -5% | 20% | 0% | 0 | -4% | 13%
Cc1cccnc1C(NC(=O)C1CCN(CCCc2ccccc2)CC1)c1ccc(F)cc1 (stereo unspecified) | 6% | -70* | 13% | 5% | 3% | -20 | 1% | -13%
O=C1C(c2ccc(F)cc2)N(CC2COc3ccccc3O2)C(=O)CN1C1CCCCC1 (stereo unspecified) | -2% | -26 | 1% | 7% | 11% | -34 | 12% | 7%
Cc1nn(Cc2n[nH]c(=S)n2Cc2ccccc2)c(C)c1Cl | 13% | -87* | -11% | 4% | 3% | -1 | 2% | ?
O=C(COC(=O)c1cnccn1)NCCc1ccc(Cl)cc1 | -8% | 15 | 0% | 16% | -5% | 6 | -2% | 5%
CCc1cccc(NC(=O)Cn2cc3c(n2)CCCC3)c1 | ? | 11 | 7% | -17% | 5% | -1 | 9% | ?
CCCCc1nnc(SCC(=O)Nc2nccs2)n1C | -3% | 14 | 8% | -11% | 1% | 17 | 0% | 7%
Cn1cc(Cl)c(C(=O)NNC(=S)NC2CCCCC2)n1 | ? | 20 | 6% | . | 0% | 12 | 1% | 12%
CC1CCN(S(=O)(=O)c2ccc3[nH]c(=O)cc(C(=O)O)c3c2)CC1 | -3% | -18 | 2% | 16% | 8% | -14 | -1% | 1%

Continued.
SMILES | TDP43 rescue | D3 antag | EPAC2 antag | FUS suppressor | EPAC2 ag | DRD3 agonist | aSyn rescue | Abeta rescue
FC(F)(F)c1cc(-c2cccs2)n[nH]1 | 25% | 17 | -1% | -3% | -15% | -7 | -2% | 17%
CC(C)c1ccc(S(=O)(=O)N2CCN(C(=O)[C@@H]3CCCN3C(=O)c3cccs3)CC2)cc1 | -16% | 8 | 16% | -3% | -5% | -10 | 2% | 4%
COc1cccc(/C=C2\SC(=S)N(C(C(=O)O)c3ccccc3)C2=O)c1OC (stereo unspecified) | -8% | -12 | -16% | 33% | -1% | -7 | 0% | -5%
Cc1ccc(F)c(S(=O)(=O)NC(=O)C2(C)CCN2C(=O)COc2ccc(Cl)cc2)c1 (stereo unspecified) | 10% | 11 | 13% | -5% | 0% | 5 | 3% | 10%
CCCCn1c(N)c(N(CC(C)C)C(=O)CN2C(=O)c3ccccc3C2=O)c(=O)[nH]c1=O | -20% | 4 | 19% | 4% | 5% | 1 | 2% | 3%
CCOC(=O)/C(=C/c1ccc(OC(F)F)cc1)C1=Nn2c(nnc2-c2ccc(Cl)cc2)SC1 | 1% | -62* | -10% | 25% | -14% | -17 | 9% | -6%
Cc1ccc2oc(C(=O)Nc3nnc(CC(C)C)s3)c(C)c2c1 | 11% | 9 | 3% | -15% | 0% | 1 | 3% | 4%
